Assay outcomes from PubChem BioAssay.
TPT1 inh = blocks Candida albicans tRNA 2'-phosphotransferase; recombinant caTPT1, FP RNA substrate dephosphorylation; inhibition, % at 5 µM; actives 0.81% (n = 300,000); AID 1962;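 active = inhibition above the mean of all tested compounds plus 3 SD, set per screening campaign, cut at about 24% in these data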;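 note: plate controls were DMSO alone for no effect and ferristatin control at 100 nM for full effect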
CTSL1 counter = counter-screen for PFM18AAP inhibitors: inhibitors of F. hepatica cathepsin L1; inhibition, % at 5.96 µM; actives 0.49% (n = 300,000); recombinant F. hepatica cathepsin L1, Z-Leu-Arg-MCA fluorescence;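 active = inhibition above the mean of all tested compounds plus 3 SD, set per screening campaign, cut at about 17% in these data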;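 note: 0% = plate median of test compound wells and 100% = 1 µM Z-Phe-Ala-diazomethylketone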
PP5 primary = blocks human protein phosphatase 5 activity. purified PP5c, OMFP substrate fluorescence. inhibition, % at 6.7 µM. actives 0.18% (n = 320,000). AID 1987. P53041;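 active = inhibition above the campaign's mean inhibition across all tested compounds plus 3 SD, cut at about 9.5% in these data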;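 note: 0% = DMSO only and 100% = 100 µM cantharidin control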
core dimer inh = blocks dimerization of HCV core protein; TR-FRET GST/Flag-core106 dimerization, 1536-well; inhibition, % at 5 µM; actives 0.33% (n = 300,000); AID 1899;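 active = inhibition above the mean of all tested compounds plus 3 SD, set per screening campaign, cut at about 45% in these data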
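Assay system – GST-tagged and Flag-tagged HCV core protein residues 1-106 · Quantity – core106 proteins, GST 13.5 nM and Flag 17 nM · Benchmarks – unlabelled core106 and no-GST-core106 wells · Read-out basis – percent inhibition of core106 dimerization signal · Detection – time-resolved FRET, ex 340 nm, em 617 and 671 nm · Schedule – 4 h at 22.5 °C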
GASC-1 inh = human JMJD2C demethylase inhibition; Q9H3R0; GST-JMJD2C(1-420) H3K9me3 demethylation, DELFIA europium; inhibition, % at 2.35 µM; actives 0.069% (n = 330,000); AID 2099;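 active = more than half of a compound's replicate wells show inhibition beyond 50%, single wells judged on their own value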;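 note: signal counts dimethyl H3K9 product captured on neutravidin plate; 0% = median of DMSO wells and 100% = 0.3 times that DMSO median; strong numbers were not always called active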
Target sequence (Q9H3R0 1-420 limits assumed): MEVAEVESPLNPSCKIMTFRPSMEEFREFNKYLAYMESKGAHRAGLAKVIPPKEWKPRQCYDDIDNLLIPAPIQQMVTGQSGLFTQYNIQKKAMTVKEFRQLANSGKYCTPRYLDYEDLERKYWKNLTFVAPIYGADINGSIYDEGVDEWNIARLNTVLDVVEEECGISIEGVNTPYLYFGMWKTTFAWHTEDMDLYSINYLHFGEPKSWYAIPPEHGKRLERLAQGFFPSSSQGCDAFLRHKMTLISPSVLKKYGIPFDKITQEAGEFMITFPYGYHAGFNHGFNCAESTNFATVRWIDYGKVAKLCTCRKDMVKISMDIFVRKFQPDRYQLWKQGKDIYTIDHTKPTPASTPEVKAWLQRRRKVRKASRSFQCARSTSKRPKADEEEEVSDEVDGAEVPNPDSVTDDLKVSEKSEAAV
EBNA-1 inh = blocks EBNA-1 binding to DNA. AID 1950. EBNA-1 DNA binding, fluorescence polarization. actives 0.34% (n = 300,000). inhibition, % at 14.8 µM; in the data active = inhibition above about 28%
ZTA counter = counter-screen for EBNA-1 inhibitors: inhibitors of Epstein-Barr virus ZTA. ZTA-DNA binding, fluorescence polarization. inhibition, % at 11 µM. actives 0.15% (n = 320,000); in the data active = inhibition above about 33%
Target sequence (P03206 whole entry, looked up): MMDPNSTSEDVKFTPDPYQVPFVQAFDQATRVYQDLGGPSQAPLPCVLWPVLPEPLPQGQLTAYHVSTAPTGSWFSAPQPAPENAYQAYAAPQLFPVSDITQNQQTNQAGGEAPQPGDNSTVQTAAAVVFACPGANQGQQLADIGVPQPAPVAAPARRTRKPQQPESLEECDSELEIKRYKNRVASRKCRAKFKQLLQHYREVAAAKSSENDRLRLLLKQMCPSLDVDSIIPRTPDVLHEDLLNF
CR mimetic SO = yeast age-related superoxide inhibition as caloric restriction mimetic; S. cerevisiae aged cells, superoxide DHE fluorescence; stronger effect = lower value; superoxide response (% of plate mean), % at 10 µM; actives 0.18% (n = 330,000);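 active = superoxide response under a set limit, about three screen SD below normal, cut at about 65% in these data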;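 note: yeast aged for seven days with compound at 30 °C before DHE staining; 100% = average MFI of all compound-treated wells on the plate with controls excluded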
PP1 counter = blocks human PP1-alpha phosphatase, a PP5 counter-screen. purified PP1alpha, OMFP fluorescence. P62136. AID 2235. inhibition, % at 6.7 µM. actives 0.9% (n = 320,000);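 active = inhibition above the mean inhibition of all tested compounds plus 3 SD, computed separately for each screening campaign, cut at about 15% in these data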
Target sequence (P62136 whole entry, looked up): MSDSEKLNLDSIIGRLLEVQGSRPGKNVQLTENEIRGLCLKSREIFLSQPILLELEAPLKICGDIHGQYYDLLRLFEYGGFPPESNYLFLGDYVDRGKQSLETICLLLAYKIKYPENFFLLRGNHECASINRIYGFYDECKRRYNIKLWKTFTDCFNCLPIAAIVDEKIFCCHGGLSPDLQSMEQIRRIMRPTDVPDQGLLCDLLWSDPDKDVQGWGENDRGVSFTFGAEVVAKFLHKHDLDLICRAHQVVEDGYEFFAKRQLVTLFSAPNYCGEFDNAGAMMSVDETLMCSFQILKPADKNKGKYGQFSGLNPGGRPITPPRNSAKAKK
* marks the source's active call; other numbers are inactive results; & = joins results of further samples. Compounds were not picked by outcome; 3.1% or so of the library scored in one or more.

O=c1c2ccccc2c(C=NCc2ccccn2)c(O)n1-c1ccccc1Cl was read as TPT1 inh -3, CTSL1 counter 0, PP5 primary -1.8, core dimer inh 2, GASC-1 inh -11, EBNA-1 inh -6, ZTA counter 12, CR mimetic SO 92 and PP1 counter -2.
Screening COc1ccc(NC(=O)N2CCN(c3cccc(C(F)(F)F)c3)CC2)cc1OC returned TPT1 inh 0, CTSL1 counter -2, PP5 primary 4.3, core dimer inh -1, GASC-1 inh -3, EBNA-1 inh -9, ZTA counter -7, CR mimetic SO 84 and PP1 counter 3.
`CSc1nsc(SCC(=O)Nc2cccc(NC(C)=O)c2)n1` gave TPT1 inh 0, CTSL1 counter -1, PP5 primary 1.9, core dimer inh -3, GASC-1 inh -2, EBNA-1 inh 6, ZTA counter 5, CR mimetic SO 85 and PP1 counter 1.
Screening CCCCP(=O)(CCCC)Cc1ccccc1 returned TPT1 inh -2, CTSL1 counter 2, PP5 primary 1.6, core dimer inh -4, GASC-1 inh 10, EBNA-1 inh 1, ZTA counter 9, CR mimetic SO 96 and PP1 counter -3.
`N/C(Cc1cccc2ccccc12)=N\OC(=O)COc1ccccc1` gave TPT1 inh -1, CTSL1 counter -16, PP5 primary 1.8, core dimer inh 3, GASC-1 inh 10, EBNA-1 inh 10, ZTA counter 19, CR mimetic SO 100 and PP1 counter 0.
`CCOC(=O)CC1NC(=O)c2ccccc21` (centres undefined) gave TPT1 inh -1, CTSL1 counter -4, PP5 primary 0.7, core dimer inh 4, GASC-1 inh -3, EBNA-1 inh -10, ZTA counter -16, CR mimetic SO 109 and PP1 counter -2.
Screening Cc1ccc(NC(=O)CN2CCc3cc4c(cc3C2C)OCCCO4)cc1 (centres undefined) returned TPT1 inh -2, CTSL1 counter -3, PP5 primary 3.8, core dimer inh -4, GASC-1 inh 2, EBNA-1 inh -18, ZTA counter 8, CR mimetic SO 97 and PP1 counter 2.
`S=C1NCN(CCc2ccccc2)CN1` gave TPT1 inh -1, CTSL1 counter 0, PP5 primary 2.2, core dimer inh 15, GASC-1 inh 2, EBNA-1 inh 11, ZTA counter 7, CR mimetic SO 104 and PP1 counter -3.
`Cc1ccc2c(c1)c1ncn(Cc3ccc(F)cc3)c(=O)c1n2C` gave TPT1 inh -1, CTSL1 counter 1, PP5 primary 3.3, core dimer inh -1, GASC-1 inh 6, EBNA-1 inh -14, ZTA counter -3, CR mimetic SO 112 and PP1 counter -7.
For N=C1C(c2nc(-c3ccc(Br)cc3)cs2)=C(O)CN1NC(=O)c1ccc([N+](=O)[O-])cc1 the results were TPT1 inh -3, CTSL1 counter 4, PP5 primary -0.8, core dimer inh 53*, GASC-1 inh 17, EBNA-1 inh -7, ZTA counter -3, CR mimetic SO 98 and PP1 counter 0.
Screening COc1ccc(CN(C2CCCCC2C)S(=O)(=O)c2ccc(S(=O)(=O)N(C)C)cc2)cc1OC (centres undefined) returned TPT1 inh -3, CTSL1 counter 4, PP5 primary 1.5, core dimer inh 10, GASC-1 inh 2, EBNA-1 inh -8, ZTA counter -4, CR mimetic SO 102 and PP1 counter 1.
`CCCC(=O)NC(=S)Nc1ccc(S(=O)(=O)Nc2ccc(OCC)cc2)cc1` gave TPT1 inh -1, CTSL1 counter 5, PP5 primary 4.2, core dimer inh 12, GASC-1 inh -12, EBNA-1 inh 6, ZTA counter -3, CR mimetic SO 91 and PP1 counter 2.

3 records picked at random from those above, as already listed:
O=c1c2ccccc2c(C=NCc2ccccn2)c(O)n1-c1ccccc1Cl was read as TPT1 inh -3, CTSL1 counter 0, PP5 primary -1.8, core dimer inh 2, GASC-1 inh -11, EBNA-1 inh -6, ZTA counter 12, CR mimetic SO 92 and PP1 counter -2.
`CCOC(=O)CC1NC(=O)c2ccccc21` (centres undefined) gave TPT1 inh -1, CTSL1 counter -4, PP5 primary 0.7, core dimer inh 4, GASC-1 inh -3, EBNA-1 inh -10, ZTA counter -16, CR mimetic SO 109 and PP1 counter -2.
`N/C(Cc1cccc2ccccc12)=N\OC(=O)COc1ccccc1` gave TPT1 inh -1, CTSL1 counter -16, PP5 primary 1.8, core dimer inh 3, GASC-1 inh 10, EBNA-1 inh 10, ZTA counter 19, CR mimetic SO 100 and PP1 counter 0.

Next part
O=C1CCCc2c1[nH]c1ccc(Cl)cc21 was read as TPT1 inh 5, CTSL1 counter 5, PP5 primary 1.8, core dimer inh 2, GASC-1 inh 4, EBNA-1 inh -5, ZTA counter 7, CR mimetic SO 104 and PP1 counter 1.
For CCOCCCNC(=O)c1ccc(Cn2c(=O)[nH]c3ccsc3c2=O)cc1 the results were TPT1 inh -1, CTSL1 counter 0, PP5 primary 0.2, core dimer inh -4, GASC-1 inh 0, EBNA-1 inh -1, ZTA counter -4, CR mimetic SO 99 and PP1 counter 3.
Cc1ccc(S(=O)(=O)/C(C#N)=C/c2c(N3CCCCC3)nc3ccccn3c2=O)cc1 was read as TPT1 inh 3, CTSL1 counter 5, PP5 primary -2.3, core dimer inh 12, GASC-1 inh 8, EBNA-1 inh -4, ZTA counter 5, CR mimetic SO 110 and PP1 counter -1.
CCSc1cc(C2C(C(=O)OC)=C(C)NC3=C2C(=O)CCC3)c(C)o1 (centres undefined) was read as TPT1 inh -3, CTSL1 counter -5, PP5 primary 0.8, core dimer inh -3, GASC-1 inh 12, EBNA-1 inh -6, ZTA counter -5, CR mimetic SO 89 and PP1 counter -4.
`Cc1ccc(NC(=O)/C(=C\c2cccnc2)NC(=O)c2ccco2)cc1` gave TPT1 inh -29, CTSL1 counter -1, PP5 primary -0.3, core dimer inh 2, GASC-1 inh -20, EBNA-1 inh -16, ZTA counter 6, CR mimetic SO 94 and PP1 counter -3.
`Cc1ccc2nc3nc(NCC4CCCO4)c(C(=O)NC4CCCC4)cc3c(=O)n2c1` (centres undefined) gave TPT1 inh 1, CTSL1 counter 3, PP5 primary 4.2, core dimer inh -2, GASC-1 inh 1, EBNA-1 inh -1, ZTA counter 0, CR mimetic SO 111 and PP1 counter 1.
For c1ccc2c(CCNc3ncnc4nc[nH]c34)cccc2c1 the results were TPT1 inh 2, CTSL1 counter 3, PP5 primary -1.0, core dimer inh 1, GASC-1 inh 1, EBNA-1 inh 8, ZTA counter 25, CR mimetic SO 97 and PP1 counter -1.
For CN(Cc1ccco1)c1ncnc2ccc(-c3ccc4c(ccn4C)c3)cc12 the results were PP5 primary 2.4, GASC-1 inh -1, ZTA counter 1, CR mimetic SO 129 and PP1 counter 4.
`CCCCCn1c(SCCCC)nc2c1c(=O)[nH]c(=O)n2C` gave TPT1 inh -8, CTSL1 counter 4, PP5 primary 2.6, core dimer inh 18, GASC-1 inh 112, EBNA-1 inh 6, ZTA counter 7, CR mimetic SO 114 and PP1 counter -1.
`CC(OC(=O)CCc1nc2ccccc2c(=O)[nH]1)C(=O)c1ccc(Br)cc1` (centres undefined) gave TPT1 inh -1, CTSL1 counter -4, PP5 primary 0.5, core dimer inh 11, GASC-1 inh 1, EBNA-1 inh -4, ZTA counter -17, CR mimetic SO 87 and PP1 counter -2.
COc1cccc(-c2nn(C)c3sc(C(=O)NCCCN(C)Cc4ccccc4)cc23)c1 was read as TPT1 inh -5, CTSL1 counter 5, PP5 primary 0.0, core dimer inh -3, GASC-1 inh -2, EBNA-1 inh -4, ZTA counter -6, CR mimetic SO 114 and PP1 counter -1.
Screening COc1ccc(CC(=O)OCc2cc3ccc(C)cc3[nH]c2=O)cc1 returned TPT1 inh -2, CTSL1 counter 0, PP5 primary 3.4, core dimer inh 11, GASC-1 inh 7, EBNA-1 inh -5, ZTA counter 1, CR mimetic SO 104 and PP1 counter -1.
`CCc1ccc(C(=O)COC(=O)CNC(=O)c2ccc(Br)o2)cc1` gave TPT1 inh 1, CTSL1 counter -14, PP5 primary 2.8, core dimer inh -3, GASC-1 inh -35, EBNA-1 inh 0, ZTA counter 7, CR mimetic SO 96 and PP1 counter 0.
For COc1ccccc1CNC(=O)C1CCC(CNc2c(N3CCOCC3)c(=O)c2=O)CC1 (centres undefined) the results were TPT1 inh -3, CTSL1 counter -4, PP5 primary 2.3, core dimer inh -5, GASC-1 inh 5, EBNA-1 inh 24, ZTA counter 8, CR mimetic SO 106 and PP1 counter 2.
O=C(Nc1cccc(S(=O)(=O)N2CCCC2)c1)c1cccc(S(=O)(=O)N2CCOCC2)c1 was read as PP5 primary -0.7, ZTA counter 16, CR mimetic SO 101 and PP1 counter 3.
Screening CCOP(=O)(OCC)c1nc(-c2cccc3ccccc23)oc1N1CCOCC1 returned TPT1 inh 2, CTSL1 counter 5, PP5 primary 0.1, core dimer inh 3, GASC-1 inh -3, EBNA-1 inh 1, ZTA counter -5, CR mimetic SO 102 and PP1 counter 1.
For Cc1cc(C)c(C)c(S(=O)(=O)Nc2cccc(-n3cnnn3)c2)c1C the results were TPT1 inh -3, CTSL1 counter -8, PP5 primary 2.7, core dimer inh 6, GASC-1 inh 3, EBNA-1 inh 2, ZTA counter -1, CR mimetic SO inactive and PP1 counter 0.
`Cc1ccc(N=Nc2c(C)[nH]n(-c3ccccc3)c2=O)cc1` gave TPT1 inh -1, CTSL1 counter 1, PP5 primary -0.9, core dimer inh -1, GASC-1 inh -31, EBNA-1 inh -1, ZTA counter 5, CR mimetic SO 101 and PP1 counter -2.
`CC(C)C(=O)Nc1ccc(NC(=S)NC(=O)c2cc3ccccc3o2)cc1` gave TPT1 inh 4, CTSL1 counter 0, PP5 primary 2.9, core dimer inh 4, GASC-1 inh -12, EBNA-1 inh -15, ZTA counter -11, CR mimetic SO 115 and PP1 counter -4.
For Cc1cc(NC(=O)C(Cl)c2ccccc2)no1 (centres undefined) the results were TPT1 inh 4, CTSL1 counter -1, PP5 primary 1.9, core dimer inh 0, GASC-1 inh 1, EBNA-1 inh 8, ZTA counter 0, CR mimetic SO 90 and PP1 counter -4.
For O=C(Cn1c2c(c(-c3ccccc3)cc1=O)CCCC2)N1CCCCCC1 the results were TPT1 inh -2, CTSL1 counter -1, PP5 primary 5.7, core dimer inh 12, GASC-1 inh 2, EBNA-1 inh -13, ZTA counter -13, CR mimetic SO 93 and PP1 counter 1.
Screening Cc1ccc(N(CC(=O)NCc2ccc(F)cc2)C(=O)c2snc(C(N)=O)c2N)cc1C returned TPT1 inh 1, CTSL1 counter -3, PP5 primary 3.6, core dimer inh -1, GASC-1 inh -15, EBNA-1 inh -9, ZTA counter 14, CR mimetic SO 141 and PP1 counter 5.
`COc1ccc(CC(NC(C)=O)C(=O)NC2CCN(C(=O)Nc3ccc(C#N)cc3)CC2)cc1OC` (centres undefined) gave TPT1 inh 1, CTSL1 counter 1, PP5 primary -2.0, core dimer inh -1, GASC-1 inh 3&-12, EBNA-1 inh -1, ZTA counter 12, CR mimetic SO 103 and PP1 counter -3.
For O=C(O)CCn1c(=S)oc2ccccc21 the results were TPT1 inh -1, CTSL1 counter 1, PP5 primary -1.2, core dimer inh 3, GASC-1 inh -4, EBNA-1 inh -1, ZTA counter -9, CR mimetic SO 113 and PP1 counter 1.
For O=C(CN1C(=O)c2ccccc2S1(=O)=O)N1CCN(c2ccccc2F)CC1 the results were TPT1 inh 0, CTSL1 counter 1, PP5 primary 0.8, core dimer inh 7, GASC-1 inh -2, EBNA-1 inh -9, ZTA counter -12, CR mimetic SO 122 and PP1 counter 1.
